ABHD4 inh = ABHD4 inhibitors, primary screen, biochemical, fluorescence polarization, mouse. (Lyso)-N-acylphosphatidylethanolamine lipase (Mus musculus), Q8VD66. purified mABHD4, FP-Rh probe fluorescence polarization. inhibition, % at 8.92 µM. 370,000 tested, 0.54% active. AID 720543, 2013;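 active = inhibition exceeding the mean over every tested compound plus 3 SD, cut at about 30% in these data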;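 also: 0% = plate median of compound wells and 100% = S159A mutant with DMSO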
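Assay system: Wild-type mouse ABHD4 protein | Medium: HEPES pH 7.0 buffer, 150 mM NaCl, 0.01% Pluronic F-127 | Incubation: Enzyme–compound pre-incubation 45 min, then probe 60 min, both 25 °C | Technique: Fluorescence polarization with parallel and perpendicular emission, 525/598 nm | Evaluation: % inhibition of FP-Rh probe binding versus controls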
GC-B act = human GC-B receptor activators, primary screen, HEK293 GC-B cells, cGMP TR-FRET, EC30 CNP | Atrial natriuretic peptide receptor 2 (Homo sapiens), P20594 | 0% at EC30 CNP, 100% saturating CNP | activation, % at 10 µM | 370,000 tested, 0.11% active | AID 1920062, 2024;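 active = activation at 10 µM reaching about 35% in either raw or pattern-adjusted values, limit read from the data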
Target sequence (P20594 whole entry, looked up): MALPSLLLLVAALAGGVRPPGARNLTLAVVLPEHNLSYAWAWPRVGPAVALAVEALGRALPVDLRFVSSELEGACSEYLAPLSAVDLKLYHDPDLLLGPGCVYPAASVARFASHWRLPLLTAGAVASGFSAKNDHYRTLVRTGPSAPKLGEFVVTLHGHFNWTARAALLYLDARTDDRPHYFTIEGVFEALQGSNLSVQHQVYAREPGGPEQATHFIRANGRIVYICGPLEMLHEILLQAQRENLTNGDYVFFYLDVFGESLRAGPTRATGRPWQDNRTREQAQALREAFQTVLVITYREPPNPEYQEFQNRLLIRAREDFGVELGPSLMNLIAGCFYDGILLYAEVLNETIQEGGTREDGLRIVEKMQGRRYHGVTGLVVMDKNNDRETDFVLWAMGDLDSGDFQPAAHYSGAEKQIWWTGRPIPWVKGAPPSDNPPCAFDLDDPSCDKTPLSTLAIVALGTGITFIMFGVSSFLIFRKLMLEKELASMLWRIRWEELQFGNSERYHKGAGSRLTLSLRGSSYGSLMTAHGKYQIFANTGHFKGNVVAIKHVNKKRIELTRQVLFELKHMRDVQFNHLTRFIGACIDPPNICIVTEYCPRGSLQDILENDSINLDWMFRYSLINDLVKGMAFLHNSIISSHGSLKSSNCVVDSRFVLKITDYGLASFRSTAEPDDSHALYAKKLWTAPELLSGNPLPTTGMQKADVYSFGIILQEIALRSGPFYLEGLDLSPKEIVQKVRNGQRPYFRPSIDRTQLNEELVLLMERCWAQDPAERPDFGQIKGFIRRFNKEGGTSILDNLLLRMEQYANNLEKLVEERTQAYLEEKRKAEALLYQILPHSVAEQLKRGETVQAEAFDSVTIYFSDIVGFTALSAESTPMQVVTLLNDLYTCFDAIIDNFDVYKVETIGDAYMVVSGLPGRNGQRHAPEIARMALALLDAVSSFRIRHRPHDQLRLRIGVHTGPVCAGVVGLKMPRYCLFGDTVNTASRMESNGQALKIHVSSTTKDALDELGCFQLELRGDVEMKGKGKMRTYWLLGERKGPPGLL
Rev-erbA mod = modulators of Rev-erb alpha DNA binding, primary screen, biochemical, FITC-DNA, fluorescence polarization, uHTS; AID 1259318, 2017; 370,000 tested, 0.79% active; activity, % at 10 µM; Rev-erbα–FITC-DNA binding, 90 min; Nuclear receptor subfamily 1 group D member 1 (Homo sapiens), P20393;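 active = activity above about 14%, limit read from the data; passing the limit was not always enough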;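 also: 0% = DMSO wells with 35 nM protein and 100% = DMSO wells with 750 nM protein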
GC-A act = GC-A stimulated cGMP production enhancers – HEK293 GC-A cells, cGMP TR-FRET, EC30 ANP, primary screen | 0% at EC30 ANP, 100% saturating ANP | Atrial natriuretic peptide receptor 1 (Homo sapiens), P16066 | 370,000 tested, 0.14% active | activation, % at 10 µM; in the data active = activation above about 40%
SMARCA2 activ = SMARCA2 (BRM) function activators, primary screen, cell-based, luminescence, high throughput; MG213 cells, MMTV-luciferase reporter, dexamethasone, overnight; activation, % at 9.1 µM; 370,000 tested, 1% active; in the data active = activation above about 7.8%;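 also: 0% = vehicle wells and 100% = reference activator wells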
ASAP1 inh = inhibitors of human ASAP1 ArfGAP activity, primary screen, biochemical, fluorescence polarization; inhibition, % at 16.5 µM; ASAP1-stimulated ARF1 GTP hydrolysis, GDP FP detection; 360,000 tested, 0.19% active; Arf-GAP with SH3 domain, ANK repeat and PH domain-containing protein 1 (Homo sapiens), …; in the data active = inhibition above about 25%;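 also: 0% = vehicle with enzyme and substrate and 100% = no enzyme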
PG9 Ab binder = binders of HIV-1 gp120 antibody PG9, primary screen, biochemical, TR-FRET; 360,000 tested, 0.43% active; TR-FRET gp120-PG9 antibody binding; AID 624416, 2012; HIV-1 gp120 / PG9 antibody interaction; inhibition, % at 6.7 µM; in the data active = inhibition above about 8.5%
HTRA1 inhibitor = HTRA1 serine protease inhibitors, primary screen, biochemical, fluorescence polarization, HTS. Q92743. recombinant HTRA1, FP-rhodamine activity-based probe. inhibition, % at 5.96 µM. 340,000 tested, 0.5% active; in the data active = inhibition above about 36%;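 also: 0% = enzyme with DMSO and 100% = wells lacking enzyme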
ARFGAP1 inh = inhibitors of rat ARFGAP1 GAP activity, primary screen, biochemical, fluorescence polarization, GDP tracer; ADP-ribosylation factor GTPase-activating protein 1 (Rattus norvegicus), Q62848; Arfgap1-stimulated ARF1 GTP hydrolysis, GDP FP detection; inhibition, % at 16.5 µM; 360,000 tested, 0.26% active;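 active = inhibition above a per-plate limit, mean inhibition of low control wells plus 3 SD, cut at about 25% in these data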;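 also: 0% = DMSO wells with enzyme and 100% = wells lacking Arfgap1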
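Repeats: one replicate per compound; assay system: rat Arfgap1 catalytic domain, aa 1-136; times: enzyme reaction 120 min at 25 °C after 20 min preincubation; detection: FP of antibody-bound GDP Alexa 633 tracer, ex 620/em 688 nm; benchmarks: high control wells lacking Arfgap1, low control full reaction with DMSO; reagent: human ARF1(Δ1-17)-GTP substrate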
rCAG binder = binders of r(CAG) RNA repeats, primary screen, biochemical, fluorescence; AID 651821, 2012; inhibition, % at 3 µM; 370,000 tested, 1.3% active; r(CAG) RNA repeat, TO-PRO-1 dye displacement fluorescence;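 active = inhibition above the plate cutoff, the mean of all test compounds on that plate plus 3 SD, cut at about 35% in these data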;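 also: 0% = DMSO alone and 100% = 100 µM mitoxantrone as full dye displacement; higher means more dye released from RNA so lower well fluorescence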
Numbers without * were called inactive; / = not tested or not shown.

compound,ABHD4 inh,rCAG binder,GC-A act,PG9 Ab binder,ARFGAP1 inh,HTRA1 inhibitor,SMARCA2 activ,Rev-erbA mod,ASAP1 inh,GC-B act
CCOc1ccccc1-n1nnnc1SCC(=O)NCc1ccco1,0,1,-2,-1.8,0,-1,-2,3,-1,0
O=C(OCC(=O)N1CCCC1)c1cccs1,1,2,1,-0.1,-7,2,-1,-2,-2,-4
O=C(CCCCn1c(=O)[nH]c2ccccc2c1=O)NCc1ccc2c(c1)OCO2,-2,-2,/,-0.2,13,8,3,/,3,/
CCc1sc(N2C(=O)C3C4CCC(C4=C(C)C)C3C2=O)nc1-c1ccccc1 (configuration not stated),20,-3,-1,0.0,5,-28,-1,-5,6,2
O=C(NNC(=O)c1cccnc1SCc1cccc([N+](=O)[O-])c1)c1cccnc1,1,3,4,1.4,-11,0,-3,-8,8,0
CCCc1nc2oc3c(NCC4CCCO4)ncnc3c2c2c1COC(C)(C)C2 (configuration not stated),3,-6,17,-0.5,4,-2,-1,-3,4,9
Cc1cccc(OCC(=O)NCC(=O)N/N=C/c2ccc([N+](=O)[O-])cc2)c1,-4,0,-1,-1.2,1,-3,0,-5,7,-11
O=C(N/N=C/c1ccc(Br)s1)c1ccco1,2,12,0,-2.2,-8,9,-1,6,-5,-3
COC(=O)CSc1[nH]c2cc(C)ccc2c1[N+](=O)[O-],0,-3,-1,-2.0,6,4,-1,3,-6,-4
CCCCOC(=O)Cn1c(=N)n(CCN2CCOCC2)c2ccccc21,-2,3,-2,-0.8,-1,6,-3,1,-6,0
C/C(=N\Nc1ccc2nncn2n1)c1ccc(Br)s1,4,-2,4,-2.3,2,6,-1,3,0,-1
C=CCNc1nc2c(c(=O)[nH]c(=O)n2C)n1CCCc1ccccc1,2,-5,5,-2.4,-2,9,-1,1,-3,4
Cc1nn(C)cc1-c1n[nH]c(=S)n1-c1ccc(Cl)cc1,0,1,-3,-1.1,-6,2,-1,4,-23,-7
COC(=O)c1cc(C(=O)OCC(=O)N(C)C2CCS(=O)(=O)C2)cc([N+](=O)[O-])c1 (configuration not stated),-3,-1,2,-0.1,-6,-2,7,-1,11,7
CCOC(=O)N(C)C[C@@H]1OCc2cn(nn2)CCCC(=O)N([C@@H](C)CO)C[C@H]1C,4,2,1,0.8,-11,4,3,3,4,5
CS(=O)(=O)c1[nH]nc(-c2cccc(Cl)c2)c1C#N,6,4,1,-2.1,-6,/,4,9,-1,0

Part of the list above in order of molecular weight, highest first.
compound,ABHD4 inh,rCAG binder,GC-A act,PG9 Ab binder,ARFGAP1 inh,HTRA1 inhibitor,SMARCA2 activ,Rev-erbA mod,ASAP1 inh,GC-B act
CCCCOC(=O)Cn1c(=N)n(CCN2CCOCC2)c2ccccc21,-2,3,-2,-0.8,-1,6,-3,1,-6,0
C=CCNc1nc2c(c(=O)[nH]c(=O)n2C)n1CCCc1ccccc1,2,-5,5,-2.4,-2,9,-1,1,-3,4
C/C(=N\Nc1ccc2nncn2n1)c1ccc(Br)s1,4,-2,4,-2.3,2,6,-1,3,0,-1

Additional entries
compound,ABHD4 inh,rCAG binder,GC-A act,PG9 Ab binder,ARFGAP1 inh,HTRA1 inhibitor,SMARCA2 activ,Rev-erbA mod,ASAP1 inh,GC-B act
N#CN1CCC(NS(=O)(=O)c2ccc(C(F)(F)F)cc2)C1 (configuration not stated),-1,-9,4,-1.0,-4,-6,1,3,-4,3
CC1CCN(c2ccccc2NC(=S)NC(=O)c2cccs2)CC1,14,3,7,-0.5,17,-5,0,5,7,-4
CCCCC(=O)NC(NC(=S)N1CCCCCC1)C(Cl)(Cl)Cl (configuration not stated),-7,-1,5,-0.1,1,1,-4,-2,-8,-1
Cc1ccccc1CN1CCN(C(C)C(=O)NCc2ccccc2)CC1 (configuration not stated),1,1,1,-1.5,-5,-4,-2,-7,0,3
Cc1oc(C)c2c(=O)ccc3c(c12)OC(N)=C(C#N)C3c1ccccc1Cl (configuration not stated),19,8,5,-1.5,-4,10,0,8,2,6
CCOc1ccc(OCC)c(S(=O)(=O)NCCCN2CCOCC2)c1,2,1,1,0.4,0,1,1,-4,-13,1
O=S1(=O)NC(C2CC2c2ccccc2)CCO1 (configuration not stated),5,0,0,-1.9,-5,-2,0,2,-3,-3
O=C(C(=O)N1CCCc2ccccc21)c1cn(CC(=O)N2CCOCC2)c2ccccc12,9,0,-4,-1.6,13,-2,-2,-2,-6,2
Cc1cccc(NC(=O)Cn2c(=O)n(Cc3ccccc3)c(=O)c3c(C)c(C)sc32)c1,-3,4,-7,-0.1,11,-28,-1,-1,-1,13
Nc1ccc(C(O)(C(F)(F)F)C(F)(F)F)cc1,-2,3,5,1.3,3,2,-3,-3,2,7
CCOC(=O)N1CCN(S(=O)(=O)c2ccc3c(c2)OCC(=O)N3)CC1,-1,-1,-1,-1.0,6,3,-3,-4,-14,2
CCOc1ccc(S(=O)(=O)NCc2cccnc2)cc1C(C)C,-6,-6,-5,-0.4,-5,-6,-2,-3,3,3
CN(C)C1=NC[C@H](Cc2ccccc2)N1CCCC1CCCCC1,2,2,-10,-1.6,3,-9,0,4,11,-7
Cn1c(N)c(C(=O)c2cc(-c3ccncc3)nc3ccccc23)c(=O)n(C)c1=O,2,2,2,0.3,4,-7,-1,-5,11,1
CCOC(=O)CCC(=O)Nc1ccc(S(=O)(=O)N2CCCC2)cc1,-3,0,3,-4.0,-5,5,-3,6,-7,7
CCOc1ccc(S(=O)(=O)N(CC(=O)NCC2CCCO2)c2ccc(F)cc2)cc1 (configuration not stated),1,-8,5,0.3,-2,1,-4,4,0,-1
Cc1ccc2c(c1)NC(=O)C(CC(=O)NCc1cccnc1)O2 (configuration not stated),4,1,-1,0.3,-1,5,0,6,-6,1
Cc1ccccc1OCc1nnc2c3cnn(C)c3ncn12,-19,2,5,1.2,7,6,0,1,16,0
CC1(C)C(c2cccs2)=[N+]([O-])C2(CCCCC/C2=N\O)N1O (configuration not stated),7,2,-1,-1.4,1,-6,0,-2,-4,1
COc1ccc(CCC(=O)Nc2ccc3c(c2)OCO3)cc1OC,3,-1,1,0.0,-8,4,-3,9,-17,4
COc1ccccc1N1CCN(Cc2nnnn2CCc2ccccc2)CC1,-3,-7,-4,0.9,-2,-4,4,5,9,0
COc1ccccc1C(=O)NCC(c1ccco1)N1CCc2ccccc21 (configuration not stated),1,-2,-2,-2.6,5,-9,0,-3,-11,-1
COC(=O)C1=C(C)N(Cc2ccc(Br)cc2)C(=S)NC1c1ccc(F)cc1 (configuration not stated),-27,5,-6,1.5,12,/,-6,-1,16,-9
Cc1sc(N)nc1-c1cccs1,0,2,3,-0.6,1,6,-4,12,5,4
C[C@H](CO)N1C[C@H](C)[C@H](CN(C)C(=O)Nc2ccc3c(c2)OCCO3)OCc2cnnn2CCCC1=O,6,2,5,-1.1,2,2,-1,12,7,0
Cn1c(=O)n(C)c2cc(/C=N/NC(=S)NCc3ccccc3)ccc21,-2,7,3,-1.8,12,-5,-2,3,17,5
C=CCNC(=O)c1ccccc1NS(=O)(=O)c1ccccc1,-5,-1,5,-1.5,5,-2,0,-7,-5,0
O=S1(=O)CC(N2CCN(CCO)CC2)CN1Cc1ccc(F)cc1 (configuration not stated),2,2,0,2.0,-1,/,8.1*,-6,-2,-1
CC1CCCCC12NC(=O)N(CC(=O)Nc1ccc(N3CCCCC3)cc1)C2=O (configuration not stated),-1,-4,3,-1.0,1,10,0,-6,7,0
O=C(COC(=O)C1CCC1)Nc1ccc(OC(F)F)cc1,-18,-2,0,3.5,-11,1,-2,6,-3,10
COc1cc(/C=C/C(=O)O)cc(S(=O)(=O)N2CCc3ccccc3C2)c1OC,20,11,4,1.2,0,8,-3,-4,-4,-4
CCOC(=O)N1CCC(=NNc2ncc(C(F)(F)F)cc2Cl)CC1,11,-3,1,-1.7,0,-6,-1,2,1,0
O=C(Nc1ncc2c(n1)-c1ccccc1CC2)c1cccs1,-5,-5,-3,0.8,11,-248,6,-7,11,6
O=C(Nc1ccc(Cl)cc1)Nc1ccc(-c2cnco2)cc1,2,7,-6,3.6,7,-7,-2,-4,9,-5
CCc1nnc(NS(=O)(=O)c2ccc(NC(=O)c3cc(Cl)ccc3Cl)cc2)s1,-11,54*,1,-1.5,-10,-22,6,0,5,2
COC(=O)C1=C2c3[nH]c4ccccc4c3CCN2C(=O)CC1,-4,1,12,-1.2,-6,-9,0,-5,6,11
COc1ccc([C@H]2CC(=O)C=C(c3cccc(F)c3OC)C2)cc1,-3,-11,0,-0.2,6,-14,-1,0,-6,-4
Cc1cccc(C(=O)N2CCC(=O)N(C(COCc3cccc(Cl)c3)Cc3ccccc3)CC2)c1 (configuration not stated),0,-2,1,-0.8,6,-41,0,4,5,-2
CCOC(=O)c1ccc(NC(=O)CCNC(=O)c2ccc([N+](=O)[O-])cc2)cc1,10,1,-4,0.6,-4,0,-3,4,-10,-2
COc1cc(OC)c(OC)cc1CNc1cc(C)ccc1OC,7,-3,-5,-3.3,5,-2,-4,-3,7,-3

Looked up above:
Result of COC(=O)C1=C2c3[nH]c4ccccc4c3CCN2C(=O)CC1 under GC-A act: 12
Result of COc1ccc([C@H]2CC(=O)C=C(c3cccc(F)c3OC)C2)cc1 under ARFGAP1 inh: 6
Result of O=C(Nc1ccc(Cl)cc1)Nc1ccc(-c2cnco2)cc1 under rCAG binder: 7
Result of O=C(Nc1ncc2c(n1)-c1ccccc1CC2)c1cccs1 under HTRA1 inhibitor: -248
Result of COc1cc(OC)c(OC)cc1CNc1cc(C)ccc1OC under Rev-erbA mod: -3

The list continues.
compound,ABHD4 inh,rCAG binder,GC-A act,PG9 Ab binder,ARFGAP1 inh,HTRA1 inhibitor,SMARCA2 activ,Rev-erbA mod,ASAP1 inh,GC-B act
Oc1ccccc1N=N/C(=N/Nc1ccccc1O)c1ccccc1,0,19,4,-0.3,0,9,0,5,-9,8
CCOc1cc2[nH]c(=O)n(Cc3cccc(OC)c3)c(=O)c2cc1OCC,3,-1,9,4.8,3,-2,0,10,-13,2
O=C1OCCN1C(=O)[C@H]1[C@H](c2ccc(Cl)cc2)C(c2ccc(F)cc2)=NN1c1ccccc1,6,9,-12,-0.6,-1,-11,-4,6,6,1
CCOC(=O)c1ccc(N/C=C/C(=O)c2ccco2)cc1,-2,2,4,-2.1,3,-10,3,-2,0,-2
Cc1nc(SCC(=O)Nc2ccc3c(c2)OCCO3)nc(C)c1C,1,-5,0,0.2,-8,-2,2,-5,10,0

Bioassay records (PubChem BioAssay)

Rows were taken by chance; about 4.4% have a hit in one of these screens.
